High-throughput results (PubChem)
TDP1 cell CPT: DT40-hTDP1 cell growth loss with CPT; chicken DT40 Tdp1-/-;hTDP1 cells + 20 nM CPT, ATP luminescence, 48 h; Potency, µM (doses to about 46.2 µM), without a hit: top-dose activity change, negative = growth inhibition, hits mostly inhibitors; actives 12% (n = 420,000); AID 686979; also: nearly all actives have a fitted effect of over 55% in size
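Chicken DT40 Tdp1-/- cells complemented with human TDP1, 400 cells/well, exposed to compounds plus 20 nM camptothecin for at least 48 h at 37 C; viability read as ATP content by CellTiter-Glo luminescence.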
TDP1 inh: inhibitors of human tyrosyl-DNA phosphodiesterase TDP1; recombinant TDP1, AlphaScreen DNA substrate cleavage; AID 485290; Q9NUW8; Potency, µM (doses to about 130 µM), inactives show at the top dose activity change, negative = inhibition, most hits filed as inhibitors; actives 0.28% (n = 350,000); also: nearly all actives have a fitted effect of over 40% in size
Target sequence (Q9NUW8 whole entry, looked up): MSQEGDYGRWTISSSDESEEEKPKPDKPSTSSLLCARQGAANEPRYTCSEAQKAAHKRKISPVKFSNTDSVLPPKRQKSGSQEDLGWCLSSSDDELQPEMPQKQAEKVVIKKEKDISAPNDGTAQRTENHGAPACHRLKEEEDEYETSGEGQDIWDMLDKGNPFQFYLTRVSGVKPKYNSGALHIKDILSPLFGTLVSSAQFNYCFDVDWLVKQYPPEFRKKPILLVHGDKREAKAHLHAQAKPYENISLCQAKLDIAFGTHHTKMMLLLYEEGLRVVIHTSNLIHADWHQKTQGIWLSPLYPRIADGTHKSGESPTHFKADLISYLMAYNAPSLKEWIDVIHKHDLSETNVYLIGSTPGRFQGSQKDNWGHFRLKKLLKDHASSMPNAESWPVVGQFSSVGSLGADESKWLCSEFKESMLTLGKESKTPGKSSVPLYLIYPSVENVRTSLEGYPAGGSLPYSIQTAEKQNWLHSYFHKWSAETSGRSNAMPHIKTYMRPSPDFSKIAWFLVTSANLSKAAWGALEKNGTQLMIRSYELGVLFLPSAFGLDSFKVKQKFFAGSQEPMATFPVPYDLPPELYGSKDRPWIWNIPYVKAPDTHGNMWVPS
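Tdp1 1 nM final; 15 min RT w/ cpd; substrate 15 nM, 5 min; beads 10 ug/ml, 10 min; AlphaScreen read. Neg ctrl: no enzyme.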
TDP1 cell noCPT: qHTS for Inhibitors of human tyrosyl-DNA phosphodiesterase 1 (TDP1): qHTS in cells in absence of CPT; actives 15% (n = 420,000); AID 686978, 2013; Potency, µM (top dose mostly 46.2 µM), for inactives: at the top dose activity change, negative = growth inhibition, actives largely listed as inhibitors; DT40 Tdp1-/- hTDP1 cells, no CPT, ATP luminescence, 48 h; also: nearly all actives have a fitted effect of over 55% in size
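Growth of hTDP1-complemented DT40 Tdp1-knockout cells is measured by ATP luminescence after at least 48 hr compound exposure at 37 °C, with DMSO substituting for the 20 nM CPT used in the parallel screen.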
Active calls of the source: *; ? = inconclusive; / = not tested or not shown; & = joins results of further samples; [ ] = another dose, or the depositor's remark. Calls follow the shape of the dose curve; as a rule, active = well fitted curve in the direction sought with a large enough effect; inconclusive = small, poorly fitted or top-dose-only effect, or another doubt; inactive = no such curve, though single readings can be large; an effect the other way counts as inactive or inconclusive. % is scaled to controls: 0 for no effect and ±100 for the full control effect; potency is read from the fitted curve at half-maximal effect.

Compound | TDP1 cell CPT | TDP1 inh | TDP1 cell noCPT
COCC(=O)n1nc(-c2ccco2)nc1NCc1ccccc1Cl | ? | 9% | ?
CCC1(C)CC(=O)N(c2ccc(C(=O)O)c(O)c2)C1=O (stereo not given) | -6% | -5% | -12%
COc1cc2c(cc1NC(=O)c1cc(-c3ccncc3)nc3ccccc13)oc1ccccc12 | 21µM* | 3% | ?
O=C(CSc1nc(-c2ccc(F)cc2)[nH]c1-c1ccc(F)cc1)Nc1ccc2c(c1)OCCO2 | 10µM* | 0%[12.3 µM] | 10µM*
Cc1cc(C(=O)Nc2c(C)cccc2C)n(-c2ccccc2)n1 | -15%&-16% | 0%&1% | -8%&-4%
CCOC(=O)c1c(C)[nH]c(C)c1C(=O)CN1C(=O)NC(CC(C)C)C1=O (stereo not given) | 10µM* | 1% | ?
Cc1ccc(CC2(C)C(=O)Nc3c(Cl)ccc(Cl)c32)cc1 (stereo not given) | ? | / | 16µM*
COc1ccc(/C=C(\NC(=O)c2ccc(Cl)cc2)C(=O)NCc2cccnc2)cc1OC | -18% | / | 15%
CCc1ccccc1N(C)S(=O)(=O)c1cc(-c2cc(C)no2)ccc1OC | 13µM* | 1% | ?
COc1ccc(C(=O)Nc2ccc(S(=O)(=O)NCc3ccco3)cc2)cc1OC | -18% | -8% | -15%
COc1ccc(N2CCN(C(=O)CN(c3cccc(OC)c3)S(=O)(=O)c3ccccc3)CC2)cc1 | 21µM* | 7% | 15µM*
Cn1nnnc1SCC(=O)Nc1ccc(N2CCOCC2)cc1 | -17% | 4% | 3%
CCn1cc(C(=O)N2CCCC(C(=O)c3ccc4ccccc4c3)C2)cn1 (stereo not given) | -10% | 4% | -14%
Cc1ccccc1NC(=O)COC(=O)c1cccnc1 | 5% | -3% | -6%
Cc1ccccc1OCC(=O)Nc1nnc(C2CCCC2)s1 | 20% | 3% | -21%
O=C1c2ccc(-c3ccc(Cl)c(C(F)(F)F)c3)cc2S(=O)(=O)c2cccc(C(=O)N3CCN(c4ccc(Cl)cn4)CC3)c21 | ? | -15% | 13µM*
Cc1cc(C)n(-c2ccc(C(=O)OCC(=O)Nc3cc(S(C)(=O)=O)ccc3Cl)cc2)n1 | -16% | -2% | 6%
O=C(C(Sc1ccccc1)c1ccccc1)N1CCOCC1 (stereo not given) | 7% | -2% | 9%
Cc1nnc(SCC(=O)c2ccccc2)n1Cc1ccccc1 | 8% | 3% | 12%
COc1ccc(-c2nn(-c3ccccc3C)cc2CNC(C)c2cn(C)nc2C)cc1F (stereo not given) | -47% | 5% | ?
CC(=O)Nc1ccc(CN2C(=O)C(C)(C)ON=C2c2ccc(NC(C)=O)cc2)cc1 | 8% | / | 8%
Cc1ccccc1-c1nc(-c2cccnc2)no1 | 1% | -3% | -23%
C/C(Cn1nnc([N+](=O)[O-])n1)=N\NC(=O)c1ccccc1Cl | 23µM* | -8% | ?
COc1cccc(NC(=O)[C@H](Cc2c[nH]c3ccccc23)NC(=O)[C@@H]2Cc3ccccc3CN2)c1 | ? | / | ?
CN(C(=O)CC1C(=O)NCCN1Cc1ccoc1)C1CCOCC1 (stereo not given) | 7% | / | 5%
CC(C)c1nc2ccccc2n1CCC(=O)O | 5% | 0% | 10%
COc1cccc(S(=O)(=O)Nc2ccc(C(=O)Nc3ccncc3)cc2)c1 | 13µM* | 3% | ?
N#C/C(=C\Nc1ccc2c(c1)OCCO2)c1nc2ccccc2[nH]1 | ? | -2% | 21µM*
Cc1ccc(S(=O)(=O)N/N=C/c2ccc(OS(=O)(=O)c3ccc(C)c([N+](=O)[O-])c3)cc2)cc1 | ? | 9% | ?
COc1cnc(-c2ccccn2)nc1Oc1ccc(F)cc1F | 10µM* | 6% | 3.7µM*
O=C(Cc1ccccc1)NCC(=O)OCC(=O)c1ccc(Cl)cc1 | 9% | 2% | 0%
O=C(Nc1ccc([N+](=O)[O-])cc1)C(=O)Nc1cccc(C(=O)O)c1 | ? | 0% | ?
CSc1nc2sc3c(c2c(=O)n1CC(C)C)CC(C)(C)OC3 | 6% | -1% | -13%
O=C(NCCc1ccccc1F)/C(=C/c1cccnc1)NC(=O)c1ccccc1 | -2% | 1% | 4%
Cc1csc(NC(=O)/C=C/c2ccc(C)o2)n1 | -9% | -1% | -22%
CCOC(=O)c1oc2ccccc2c1N | -9% | -1% | 1%
COc1cccc(CNC(=O)C2CCN(S(=O)(=O)c3ccccc3)CC2)c1 | 1% | 2% | -11%
COC(=O)Cn1c(CN2CCN(c3ccc(OC)cc3)CC2)nc2c1c(=O)[nH]c(=O)n2C | 11% | -4% | -2%
COc1ccc(N2CCN(CC(=O)c3ccc(Cl)cc3)CC2)cc1 | -23% | / | 16%
CCCCC(=O)Nc1cc(OC)c(NC(=S)NC)cc1OC | -4% | 0% | 3%
O=C(NCC1CCCO1)C1CCN(c2ccc(S(=O)(=O)N3CCCC3)cc2)CC1 (stereo not given) | -4% | 1% | -22%
N#Cc1c(NC(=O)CSc2nnc(-c3ccco3)n2-c2ccccc2)sc2c1CCC2 | -25% | -2% | -7%
C=CCC[C@H](CCCCC)OC(=O)/C=C/[C@@H](O)[C@H](O)C[C@H](O)CC=C | ? | / | ?
COc1ccc(NS(=O)(=O)c2cc(Br)cc3c2N(C(C)=O)CC3)cc1 | 8.2µM* | 4% | 12µM*
CCOc1cc(C(=O)N/N=C(\C)Cc2ccc(OC)cc2)cc(OCC)c1OCC | 0% | 5% | -30%

Single records, as listed above. Order of screens: TDP1 cell CPT	TDP1 inh	TDP1 cell noCPT
`O=C(Nc1ccc([N+](=O)[O-])cc1)C(=O)Nc1cccc(C(=O)O)c1` is entered as ?	0%	?
`O=C(NCC1CCCO1)C1CCN(c2ccc(S(=O)(=O)N3CCCC3)cc2)CC1` (stereo not given) is entered as -4%	1%	-22%
`COc1ccc(NS(=O)(=O)c2cc(Br)cc3c2N(C(C)=O)CC3)cc1` is entered as 8.2µM*	4%	12µM*
`CCOC(=O)c1oc2ccccc2c1N` is entered as -9%	-1%	1%
`O=C(NCCc1ccccc1F)/C(=C/c1cccnc1)NC(=O)c1ccccc1` is entered as -2%	1%	4%

Additional records.
Compound | TDP1 cell CPT | TDP1 inh | TDP1 cell noCPT
CCOc1cccc(C2c3[nH]c4ccccc4c3CCN2C(=O)CSc2ccccc2)c1 (stereo not given) | ? | 8% | ?
COc1cccc(-c2cc(C(=O)NCc3ccco3)c3ccccc3n2)c1 | 12µM* | / | ?
O=C1CC(C(F)(F)C(F)(F)C(F)(F)C(F)F)=Nc2ccccc2N1 | -14% | -1% | -18%
Cc1nn(-c2ccccc2)c2c1C(c1c(C)[nH]c(C#N)c1C)C(C#N)=C(N)O2 (stereo not given) | 1% | 9% | 10%
CC(=O)c1ccc(-c2ccc(C(=O)N(C)c3c(N)n(Cc4ccccc4)c(=O)[nH]c3=O)o2)cc1 | 3% | / | 4%
O=C(CS(=O)(=O)c1ccccc1)NCc1ccco1 | 22% | 3% | -5%
CCc1ccc(Nc2nc(N)nc(CSc3nnnn3-c3ccccc3)n2)cc1 | ? | 5% | ?
c1ccc(CSc2nnc(-c3cccs3)n2Cc2ccco2)cc1 | ? | 0% | ?
Cc1cc(C)c2cc(CN(Cc3cccs3)Cc3nnnn3CC3CCCO3)c(=O)[nH]c2c1 (stereo not given) | 23µM* | 7% | ?
COc1ccccc1/C=C/C(=O)NCc1cccnc1 | 0% | -8% | 10%
C(=N\n1cnnc1)/c1cccnc1 | -10% | 0% | 0%
COc1ccc(NC(=S)N2CCC(C(=O)c3ccc(C)cc3)CC2)c(OC)c1 | 13µM* | 5% | 9.2µM*
O=c1[nH]c(C2CC2)nc2sc3c(c12)CCCC3 | 11% | 5% | 14%
O=S(=O)(Nn1cnnc1)c1ccc(F)cc1 | -29% | 5% | 7%
O=C(OCc1ccccc1C(F)(F)F)c1ccc(Br)c(S(=O)(=O)N2CCOCC2)c1 | ? | / | ?
CCCCn1nnnc1SCC(=O)NNC(=O)C1CCCCC1 | -19% | 0% | -10%
CC(C)c1ccc(N(CC(=O)N2CCOCC2)S(C)(=O)=O)cc1 | 25% | / | 2%
COCCn1c(N)c(C(=O)c2cccc(S(=O)(=O)N3CCCCCC3)c2)c(=O)[nH]c1=O | ? | 0% | -27%
CC(=O)Nc1ccc(C(=O)COC(=O)CCS(=O)(=O)c2ccccc2)cc1 | 30% | -2% | 12%
CN(CCOC(=O)c1ccc2c(c1)OCCO2)C(C)(C)C | 6% | 0%[56.1 µM] | -1%
CN(CC(=O)Nc1ccc(F)cc1)c1ccc(S(=O)(=O)N2CCCCC2)cc1[N+](=O)[O-] | ? | 11% | ?
COC(=O)c1ccccc1Oc1nc(Cl)cc(OC)n1 | 18µM* | 0% | 26µM*
CCOC(=O)C1(Cc2cccc(OC)c2)CCN(Cc2cnc(N)nc2)CC1 | 10% | / | -16%
COc1ccc(/C=N/OCC(=O)N2CC3(C)CC2CC(C)(C)C3)cc1OC (stereo not given) | ? | 3% | ?
CN1CCN(C(=O)C23CCC(C)(C(=O)C2Br)C3(C)C)CC1 (stereo not given) | 15% | 4% | 1%
c1ccc(CCOn2ccnc2)cc1 | -1% | / | 9%
Cc1ccc(-n2cnc3cc(C(=O)NCCC4=CCCCC4)ccc32)c(C)c1 | ? | 8% | ?
Cn1c(=O)c2cc(NC(=S)NCc3ccccc3F)ccc2n1Cc1ccc(F)cc1 | ? | / | ?
COc1ccc(CCNC(=S)Nc2cccc3ccccc23)cc1 | ? | 11% | 16µM*
Cn1c2ccccc2c(=O)c2cc(C#Cc3cccc(N)c3)ccc21 | ? | 1% | ?
C#CCOCC1CNC(=S)O1 (stereo not given) | 10% | / | -13%
CC12CCC3(CO)COC(c4ccccc4O1)C2C3 (stereo not given) | -2% | -1% | 0%
O=C(NCc1ccc(F)cc1)C1C2C=CC3(CN(Cc4cccnc4)C(=O)C13)O2 (stereo not given) | -12% | 4% | -7%
c1ccc(C(c2ccccc2)N2CC3(CCNCC3)C2)cc1 | 21µM* | / | 15µM*
O=C(c1ccc(F)cc1)N1CCN(C(=O)c2ccc([N+](=O)[O-])cc2)CC1 | -27% | -6% | -5%
CCO/C=C1/C(=O)N(c2ccccc2OC)C(=O)c2ccccc21 | -11% | 0% | -26%
CCOC(=O)c1ccc(NC(=O)NCCN2CCCCC2)cc1 | -11% | 1% | -4%
O=C(NNC(=S)Nc1ccc(Br)cc1)c1ccc(N2CCOCC2)c([N+](=O)[O-])c1 | -26% | -2% | ?
CC(=O)Nc1ccc(C(=O)OCC(=O)N(Cc2ccccc2)C(C)(C)C)cc1 | -17% | 6% | -18%
CC(C)(C)C1CCc2onc(C(=O)Nc3sc4c(c3C#N)CCCC4)c2C1 (stereo not given) | -28% | -3% | -17%
Fc1ccc(NC(=S)NCc2cccs2)cc1 | ? | 3% | -33%
CC(C)(C)n1nnnc1C(c1ccccc1)N1CCN(C/C=C/c2ccccc2)CC1 (stereo not given) | ? | / | ?
Cc1cc(C(=O)N2CCC2(C)C(=O)NCCC#N)nn1C (stereo not given) | 6% | / | 25%
O=C1CC(c2ccccc2O)Oc2ccc(O)cc21 (stereo not given) | -11% | -4%[56.1 µM] | -20%
CCC[C@@H](CN1CCC[C@H]1CN1C(N)=NC[C@H]1C(C)C)N1C[C@@H](Cc2ccccc2)N(CCCC2CCCC2)C1=N | ? | -5% | 16µM*
CCOC(=O)c1cnn(-c2nc(-c3ccccc3)cs2)c1C(F)(F)F | ? | / | -6%
CC(C)(C)c1cc(C(c2cccnc2)N2CCN(CCO)CC2)cc(C(C)(C)C)c1O (stereo not given) | 1.5µM* | 11% | 2.3µM*
COc1ccc(CC(=O)Nc2ccc(N3CCOCC3)cc2)cc1OC | -16% | 6% | ?
CCOC(=O)c1c(C)nn(-c2ccc(NC(=O)c3cccs3)cc2)c1C | 23µM* | 1% | 16µM*
CN(CCO)C(=O)c1cn(C2CCCN(Cc3ccc4ccccc4c3)C2)nn1 (stereo not given) | -7% | / | -20%
Clc1ccc(NCc2cccnc2)c(Cl)c1 | -23% | / | ?
